Bioassay records (PubChem)
Bcl-2 Bim block: human Bim-Bcl-2 interaction inhibition. Bead-based flow cytometry, Bim peptide-Bcl-2 binding. inhibition, % at 10 µM. 190,000 tested, 0.06% active. AID 950; in the data active = inhibition above about 40%; inconclusive = no clear call, values can overlap the other calls;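 note: 0% = no compound wells with probe peptide and 100% = reference peptide inhibitor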
Target sequence (P10415 whole entry, looked up): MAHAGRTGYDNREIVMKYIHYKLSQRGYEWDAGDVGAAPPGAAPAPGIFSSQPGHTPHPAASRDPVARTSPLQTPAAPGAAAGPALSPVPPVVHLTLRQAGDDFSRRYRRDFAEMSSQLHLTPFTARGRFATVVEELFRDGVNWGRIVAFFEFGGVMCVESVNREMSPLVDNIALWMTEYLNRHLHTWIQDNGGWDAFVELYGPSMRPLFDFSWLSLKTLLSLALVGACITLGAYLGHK
RGS7-Gao: modulates binding of RGS7 to human Galphao; P09471; Multiplexed bead flow cytometry; actives lie on both sides; binding response (% of control), % at 10 µM; 220,000 tested, 0.35% active; AID 1439; in the data active = binding response below about 49% or above about 150%; inconclusive = no clear call, values can overlap the other calls; inactive = in between;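 note: fluorescent Galphao held in activated GDP-AlF4 state binding bead-coupled RGS7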
Target sequence (P09471 whole entry, looked up): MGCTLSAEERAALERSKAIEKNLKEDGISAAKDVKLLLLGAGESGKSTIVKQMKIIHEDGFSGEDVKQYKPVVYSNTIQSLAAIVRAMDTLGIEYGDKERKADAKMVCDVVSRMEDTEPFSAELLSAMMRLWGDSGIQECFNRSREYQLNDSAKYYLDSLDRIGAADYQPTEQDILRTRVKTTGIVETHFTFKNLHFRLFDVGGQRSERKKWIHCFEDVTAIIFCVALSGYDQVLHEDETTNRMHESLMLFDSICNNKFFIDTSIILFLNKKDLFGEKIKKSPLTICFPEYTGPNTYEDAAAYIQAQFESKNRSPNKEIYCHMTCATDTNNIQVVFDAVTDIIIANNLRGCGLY
RGS4-Gao reg: modulates binding of RGS4 to human Galphao. P09471. Multiplexed bead flow cytometry; actives lie on both sides. binding response (% of control), % at 10 µM. 220,000 tested, 0.33% active; in the data active = binding response below about 49% or above about 150%; inactive = in between;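 note: fluorescent Galphao activated with aluminum fluoride binding bead-coupled RGS4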
ABCB1 inh: inhibitors of human ABCB1 transporter, ABCG2 counter-screen | P08183 | CCRF-Adr cells, JC-1 efflux, flow cytometry | inhibition, % at 6.6 µM | 190,000 tested, 0.067% active; in the data active = inhibition above about 40%;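 note: 0% = vehicle and 100% = reference inhibitor; higher value means more JC-1 retained so stronger ABCB1 efflux block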
Bim-Bcl-XL: disrupts Bim peptide binding to human Bcl-XL; 190,000 tested, 0.04% active; inhibition, % at 10 µM; AID 1007; bead flow cytometry, fluorescence; Q07817
Target sequence (Q07817 whole entry, looked up): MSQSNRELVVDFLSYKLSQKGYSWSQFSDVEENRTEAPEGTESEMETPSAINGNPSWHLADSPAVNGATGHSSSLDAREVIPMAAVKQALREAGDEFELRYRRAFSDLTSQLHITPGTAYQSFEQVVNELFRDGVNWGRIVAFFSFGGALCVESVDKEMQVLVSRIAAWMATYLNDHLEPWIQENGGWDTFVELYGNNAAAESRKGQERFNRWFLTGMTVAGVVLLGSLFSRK
Bim-Bcl-W: disrupts Bim peptide binding to human Bcl-W; Q92843; bead-based flow cytometry; inhibition, % at 10 µM; 190,000 tested, 0.02% active; AID 952;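 note: 0% = bound tracer without compound and 100% = peptide blocker; higher means less fluorescent Bim peptide bound to Bcl-W beads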
Target sequence (Q92843 whole entry, looked up): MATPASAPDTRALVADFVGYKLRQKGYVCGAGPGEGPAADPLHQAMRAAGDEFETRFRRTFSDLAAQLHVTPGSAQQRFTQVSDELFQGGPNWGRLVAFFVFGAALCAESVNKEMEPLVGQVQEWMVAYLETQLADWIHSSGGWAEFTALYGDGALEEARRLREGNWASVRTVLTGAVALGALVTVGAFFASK
GSH bead fluor: compound fluoresces at 488/530 nm on GSH beads | 190,000 tested, 0.25% active | AID 1776 | GSH beads flow cytometry, compound fluorescence 488/530 nm; stronger effect = higher value | fluorescence (KMESF) at 10 µM; in the data active = fluorescence above about 89;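 note: glutathione beads carrying GST-tagged Bcl family fusion proteins plus one bare bead set; values are compound well signal with DMSO vehicle wells as background; inactives centre near 16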
Bcl-B Bim block: disrupts Bim peptide binding to human Bcl-B | Q9HD36 | bead-based flow cytometry | inhibition, % at 10 µM | 190,000 tested, 0.073% active | AID 951;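 note: 0% = tracer peptide without compound and 100% = reference inhibitor peptide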
Avidin fluor: compound fluoresces at 488/530 nm on avidin beads; fluorescence (KMESF) at 10 µM; 220,000 tested, 0.38% active; compound fluorescence 488/530 nm, flow cytometry; stronger effect = higher value; in the data active = fluorescence above about 47; note: inactives centre near 10
ABCG2 inh: human ABCG2 inhibition, ABCB1 as counter-screen; 190,000 tested, 0.1% active; IgMXP3 cells, JC-1 efflux, flow cytometry; AID 1325; Q9UNQ0; inhibition, % at 6.6 µM;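 active = inhibition above 80%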;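 note: 0% = DMSO and 100% = nicardipine control wells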
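Test system: ABCG2 IgMXP3 and barcoded ABCB1 CCRF-Adr cell mix; Schedule: cells with compound and JC-1, 10 min at 25 °C, rotating, no wash; Technique: flow cytometry of retained JC-1 fluorescence; Measure: % inhibition of efflux relative to nicardipine and DMSO; Controls: nicardipine high and DMSO low controls.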
Bim-Bfl-1: inhibitors of Bim-Bfl-1 interaction, human; Q16548; Bead-based flow cytometry, Bim-Bfl-1 binding inhibition; inhibition, % at 10 µM; 190,000 tested, 0.12% active; AID 1008;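 note: 0% = wells without compound plus tracer and 100% = blocker peptide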
Starred values were filed as active, the others as inactive; u = inconclusive; x = not tested or not shown. Cut-off read from the data, not from the text of the source, unless noted: active = inhibition above about 40%.

SMILES	Bcl-2 Bim block	RGS7-Gao	RGS4-Gao reg	ABCB1 inh	Bim-Bcl-XL	Bim-Bcl-W	GSH bead fluor	Bcl-B Bim block	Avidin fluor	ABCG2 inh	Bim-Bfl-1
CCCNS(=O)(=O)c1ccc(OC)c(Cl)c1Cl	-4.0	101.2	99.4	0.3	-1.0	1.0	12	-8.0	10	3.8	-5.0
Cc1nn(C)cc1CNC(=O)c1ccccc1Br	-2.0	96.8	97.1	0.2	-2.0	0.0	28	2.0	13	1.8	-1.0
Cc1ccc(C)c(OCC(=O)Nc2ccc(S(=O)(=O)Nc3ccccn3)cc2)c1	2.0	68.2	93.8	0.1	-9.0	-4.0	14	-3.0	6	8.3	0.0
O=C(c1ccc(Cl)c(Cl)c1)N(Cc1ccco1)c1ccc(O)cc1	-6.0	101.9	104.3	1.9	-7.0	-1.0	31	-12.0	12	6.9	-15.0
Cc1ccc2c(c1)CCCN2C(=O)c1cc2ccccc2oc1=O	-8.0	101.8	97.5	1.3	0.0	2.0	42	-6.0	10	4.1	-12.0
Cn1c(=O)c2cc(S(=O)(=O)NC(C(=O)NCc3ccccn3)c3ccccc3)ccc2n(C)c1=O (stereo not given)	-5.0	104.3	101.8	-2.3	-1.0	1.0	20	-7.0	8	-1.6	-11.0
COc1ccc(CN2C(=O)CN(C3CCCCCC3)C(=O)C2c2ccc(OC)c(OC)c2)cc1 (stereo not given)	0.0	99.7	99.3	0.8	-1.0	-2.0	24	-2.0	13	-2.2	-1.0
Cc1ccccc1C(=O)OC1OC(=O)C(Cl)=C1N1CCOCC1 (stereo not given)	0.0	99.5	101.8	0.0	-3.0	-1.0	22	-1.0	16	3.9	-1.0
O=C(O)c1ccccc1C(=O)NNc1ccc(F)cc1F	0.0	98.2	98.2	-0.4	-2.0	2.0	10	0.0	12	0.1	-3.0
COCCn1c(C)cc(C2=NNC(=Nc3ccccc3F)SC2)c1C	6.0	106.8	103.7	0.1	6.0	9.0	9	5.0	2	0.4	8.0
CCC(c1nnnn1CCOC)N1CCN(Cc2ccccc2OC)CC1 (stereo not given)	-7.0	101.9	100.4	0.3	-3.0	4.0	11	-5.0	11	1.4	-7.0
O=C(Nc1ccccc1)c1ccn[nH]1	-5.0	96.4	96.6	0.1	0.0	-1.0	10	-3.0	20	2.2	-1.0
CCn1c(C)c2c(C)nnc(C)c2c1C	-14.0	99.0	98.4	0.0	-16.0	-2.0	33	-9.0	12	5.6	-14.0
CC(=O)OC1CCC2(C)C(COc3ccc4ccc(=O)oc4c3)C(C)(O)CCC2C1(C)C (stereo not given)	-10.0	97.7	92.5	4.1	-9.0	-6.0	32	-14.0	9	34.1	-11.0
O=C1/C(=C\c2ccc(O)c(O)c2)C(c2ccccc2)=NN1c1ccccc1	4.0	55.2	62.2	-0.2	0.0	1.0	11	7.0	9	-0.1	7.0
CC(C)CC(=O)NC(=S)N(Cc1ccccc1)Cc1ccccc1	8.0	97.4	94.9	-0.1	4.0	5.0	9	7.0	4	-0.8	11.0
N#Cc1c(Cl)c(Cl)c2nnc(-c3ccc(Br)cc3)n2c1Cl	28.0	95.3	99.4	0.4	34.0	25.0	9	14.0	11	2.2	38.0
Cc1cc(C)nc(-n2nc(C)cc2NC(=O)CN2CCCC(C)C2)n1 (stereo not given)	0.0	102.0	98.0	16.5	1.0	2.0	27	0.0	11	55.9	-1.0
Nn1c(Cc2cccc3ccccc23)n[nH]c1=S	3.0	94.5	101.8	-8.5	-3.0	0.0	15	-12.0	8	-20.0	11.0
S=C(Nc1ccccc1Cl)NC1CCC(NC(=S)Nc2ccccc2Cl)CC1 (stereo not given)	-4.0	104.6	98.8	-0.4	0.0	-5.0	22	-8.0	5	-0.3	-3.0
COc1ccccc1N1CCN(C(=O)Nc2ccc(F)c(Cl)c2)CC1	-2.0	93.7	91.8	0.4	-7.0	-2.0	10	-2.0	3	2.2	-8.0
Cc1ccc(OCC(=O)N2CCCCC2)c(Br)c1	-13.0	92.0	93.8	1.4	-9.0	-4.0	38	-9.0	14	38.6	-21.0
O=C(COc1c(Br)cc(Br)c2cccnc12)N1CCc2ccccc2C1	-3.0	102.4	101.0	-0.2	-5.0	-1.0	17	-9.0	7	-0.5	-7.0
CCOc1cc(N2CCOCC2)c(OCC)cc1NC(=O)CN1CCCC1	-5.0	99.0	99.3	0.6	-2.0	-3.0	16	-1.0	17	6.6	-6.0
COc1ccc(NC(=O)COC(=O)c2ccc(NS(=O)(=O)/C=C/c3ccccc3)cc2)cc1	-2.0	100.5	99.5	1.6	-3.0	0.0	8	-3.0	3	1.1	-1.0
Additional structures:
SMILES	Bcl-2 Bim block	RGS7-Gao	RGS4-Gao reg	ABCB1 inh	Bim-Bcl-XL	Bim-Bcl-W	GSH bead fluor	Bcl-B Bim block	Avidin fluor	ABCG2 inh	Bim-Bfl-1
CCC1CSC(Nc2ccc(C(=O)/C=C/c3cccc(C)c3)cc2)=N1 (stereo not given)	0.0	104.2	103.6	0.7	0.0	-1.0	13	-5.0	8	36.2	0.0
Cc1ccc(S(=O)(=O)Oc2ccccc2/C=C2\SC(=O)NC2=O)cc1	-1.0	101.0	101.2	0.6	-1.0	-2.0	9	-2.0	9	5.5	-2.0
CC(=O)N1CCN(c2nc(CC(C)C)c3c(c2C#N)CCC3)CC1	-1.0	99.0	97.0	0.8	-1.0	0.0	14	2.0	45	1.8	0.0
Cc1cc(C(=O)Nc2ccc(OCc3ccccc3)cc2)c(C)o1	4.0	u	91.8	-0.2	-5.0	-2.0	14	2.0	10	7.0	3.0
Cc1ccc2c(Cl)cc(Cl)c(OCC(=O)O)c2n1	0.0	103.5	100.4	-0.2	-3.0	0.0	13	-3.0	22	-1.4	-3.0
CC(Oc1ncnc2ccccc12)C(=O)Nc1cccc(S(=O)(=O)N2CCOCC2)c1 (stereo not given)	0.0	106.8	107.3	0.1	-2.0	0.0	7	-3.0	13	-1.1	0.0
CCN(C(=O)COC(=O)c1cc(-c2ccccc2)nc2c1c(C)nn2-c1ccccc1)C1CCS(=O)(=O)C1 (stereo not given)	0.0	95.8	95.2	0.6	-3.0	-2.0	9	-7.0	2	-4.9	0.0
CCc1cc(=O)n2[nH]c(C)c(-c3ccccc3OC)c2n1	0.0	98.8	100.9	0.0	-2.0	-4.0	13	3.0	17	-0.6	0.0
CC(=O)Nc1ccc(N(C(=O)Cc2c[nH]c3ccccc23)C(C(=O)NC2CCCCC2)c2ccco2)cc1 (stereo not given)	-7.0	107.9	104.2	x	-4.0	-1.0	10	-10.0	14	1.4	-5.0
O=C(O)c1ccc(CS(=O)c2cccc(C(F)(F)F)c2)o1 (stereo not given)	-3.0	103.7	98.0	0.6	-4.0	-4.0	16	-6.0	21	2.1	-8.0
COc1ccc(NC(=S)Nc2cccc3cnccc23)cc1	-12.0	94.8	94.6	-0.6	-6.0	-1.0	11	-6.0	12	-2.6	9.0
CCCSc1nnc(NC(=O)Cc2ccc(OC)c(OC)c2)s1	0.0	105.0	101.9	0.5	-1.0	-2.0	10	0.0	27	2.2	-7.0
O=C1c2ccccc2CN1CCSC(=S)N1CCSCC1	-2.0	100.1	103.3	0.9	-4.0	-2.0	7	-3.0	25	9.7	-9.0
COc1ccc(/C=N/NC(=O)Cc2csc(Nc3cccc(C(F)(F)F)c3)n2)c(OC)c1	-1.0	97.1	101.6	0.2	-2.0	0.0	10	-4.0	11	6.2	-2.0
Cc1cc(C)cc(N(CCC(=O)Nc2nnc(C3CC3)s2)S(=O)(=O)c2ccc(Cl)cc2)c1	-1.0	101.0	104.1	1.5	-9.0	-5.0	7	-8.0	16	3.6	-2.0
Cc1cccc(NC(=O)C2(c3cccs3)CCOCC2)c1	0.0	100.0	95.0	0.6	-4.0	0.0	6	-6.0	1	5.2	1.0
Cc1ccnc(NS(=O)(=O)c2ccc(NC(=O)c3ccc([N+](=O)[O-])s3)cc2)n1	2.0	92.2	91.4	0.5	0.0	0.0	8	1.0	23	2.0	-4.0
CCOC(=O)c1nnc2ccnn2c1N	-2.0	103.1	106.5	0.6	0.0	0.0	19	0.0	6	7.8	0.0
COC(=O)c1cc(NS(=O)(=O)c2ccc(OC)c(OC)c2)ccc1Cl	-1.0	101.6	99.2	0.1	-1.0	0.0	21	1.0	9	0.3	0.0
Cc1cc(C)n2nc(C(=O)N(C)C(c3ccccc3)c3ccccc3)nc2n1	-2.0	99.0	102.0	0.1	-6.0	0.0	25	-6.0	24	0.7	-5.0
Cc1cccc(OCc2nc(C#N)c(NCc3ccc4c(c3)OCO4)o2)c1	-3.0	90.8	94.6	0.7	-1.0	-2.0	10	-2.0	13	4.0	-1.0
COc1ccc(OC)c(-n2nnnc2SCC(=O)NCCc2ccccc2)c1	-1.0	105.2	108.1	0.3	-5.0	0.0	14	-3.0	15	1.1	-2.0
COc1cccc(-c2n[nH]c3c2CCC3)c1	-3.0	106.5	108.0	1.3	-4.0	-2.0	16	-5.0	9	4.6	-4.0
O=C(Cc1c[nH]c2ccccc12)Nc1nccs1	1.0	114.1	118.7	0.1	0.0	-1.0	10	1.0	12	0.6	1.0
NC(=O)C1CCN(C(=O)CSc2nc3ccccc3[nH]2)CC1	1.0	98.2	98.2	0.1	-4.0	-4.0	22	-2.0	12	0.2	0.0

Profiles, looked up by structure.
Shown for Cc1cc(C)n2nc(C(=O)N(C)C(c3ccccc3)c3ccccc3)nc2n1 → Bcl-2 Bim block = -2.0; RGS7-Gao = 99.0; RGS4-Gao reg = 102.0; ABCB1 inh = 0.1; Bim-Bcl-XL = -6.0; Bim-Bcl-W = 0.0; GSH bead fluor = 25; Bcl-B Bim block = -6.0; Avidin fluor = 24; ABCG2 inh = 0.7; Bim-Bfl-1 = -5.0
Shown for Cc1ccc(S(=O)(=O)Oc2ccccc2/C=C2\SC(=O)NC2=O)cc1 → Bcl-2 Bim block = -1.0; RGS7-Gao = 101.0; RGS4-Gao reg = 101.2; ABCB1 inh = 0.6; Bim-Bcl-XL = -1.0; Bim-Bcl-W = -2.0; GSH bead fluor = 9; Bcl-B Bim block = -2.0; Avidin fluor = 9; ABCG2 inh = 5.5; Bim-Bfl-1 = -2.0

Further results
SMILES	Bcl-2 Bim block	RGS7-Gao	RGS4-Gao reg	ABCB1 inh	Bim-Bcl-XL	Bim-Bcl-W	GSH bead fluor	Bcl-B Bim block	Avidin fluor	ABCG2 inh	Bim-Bfl-1
Cc1ccc(NC(=S)NNS(=O)(=O)c2ccc3ccccc3c2)cc1Cl	-2.0	93.1	94.7	-1.4	0.0	-4.0	17	-4.0	6	-2.8	-2.0
CCc1ccc(OCC(=O)NC2CC(C)(C)NC(C)(C)C2)cc1	-1.0	97.4	100.3	-0.9	0.0	-1.0	10	0.0	11	-1.6	-3.0
O=C(/C=C/c1ccc(F)cc1)c1ccccc1Br	-9.0	98.3	97.7	0.8	-5.0	-5.0	18	-9.0	7	13.5	-16.0
CCOCCCNC(=O)CCCC1=NS(=O)(=O)c2ccccc2N1	-6.0	106.2	103.2	0.0	-4.0	-4.0	23	-8.0	11	-5.1	-1.0
CCOC(=O)Cc1c(C)nc2c(-c3ccccc3)c(C)nn2c1C	u	99.8	98.4	0.1	x	x	49	x	6	2.0	x
CCOC(=O)C1CCCN(C(=O)c2ccc(OC)c([N+](=O)[O-])c2)C1 (stereo not given)	-1.0	106.8	102.7	2.2	-3.0	-2.0	11	-4.0	7	17.7	-1.0
O=C(OC1CCOC1=O)c1cc(-c2cccs2)nc2ccccc12 (stereo not given)	0.0	94.5	98.2	0.0	-3.0	0.0	12	-5.0	12	-0.1	-2.0
